Screening results: PubChem BioAssay, several laboratories
aSyn UTR inh: 5' untranslated region of α-synuclein, MLPCN primary screen; inhibition, % (tested at 7.5 µM); AID 1813; actives 0.82% (n = 300,000); alpha-synuclein 5'UTR reporter, inhibitor activity; in the data active = inhibition above about 60%;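 note: H4 neuroglioblastoma cells stably carrying SNCA 5'UTR luciferase fusion; 0% = DMSO wells and 100% = positive control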
IEC-6 cytotox: kills IEC-6 intestinal cells in KLF5 counter-screen; actives 0.78% (n = 290,000); IEC-6 cytotoxicity, luminescence viability; inhibition, % at 5 µM; AID 1825; in the data active = inhibition above about 22%;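 note: 0% = plate median of test compound wells and 100% = cytotoxic reference compound wells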
HSF-1 act: increases HSF-1 driven luciferase reporter signal | AID 504408 | NIH3T3-HGL HSF-1 luciferase reporter, MG132, 8 h; 100% = twice DMSO control signal | activation, % at 9 µM | actives 1.7% (n = 300,000);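 active = mean replicate activation of at least 50% with a set share of replicates each reaching 50%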;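 note: 0% = median of the neutral control wells and 100% = twice that signal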
HIF act: HIF pathway transcriptional activation. U2OS HRE-luciferase reporter, luminescence; normalized: DMSO 0%, desferrioxamine 100%. activation, % at 7.5 µM (by protocol). actives 0.32% (n = 300,000);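 active = mean activation of at least 10% of the iron chelator positive control signal, with at least half of replicates also reaching 10%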
KLF5 inh: kruppel-like factor 5 inhibition. DLD-1 KLF5 promoter-luciferase reporter, luminescence. actives 0.23% (n = 290,000). AID 1700. inhibition, % at 5 µM;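 active = inhibition above a per-plate limit of that plate's mean compound inhibition plus 3 SD, cut at about 60% in these data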;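 note: 0% = DMSO wells and 100% = LY294002 at 200 µM; higher means less KLF5 promoter-driven luciferase light; inactives centre near -14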
AI-2 QS modul: modulators of Vibrio harveyi AI-2 quorum sensing system; Vibrio harveyi JMH597 AI-2 luminescence/OD600 ratio, 9 h; hits give low values; strain lacks LuxN and CqsS sensors; 0 = neutral-control median; activity change, % at 7.5 µM; actives 0.4% (n = 300,000); AID 2094; in the data active = activity change below about -75%, passing the limit was not always enough;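 note: luminescence divided by OD600 gain over 9 h not by final OD600 alone; inactives centre near 13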
HSF1 inh: HSF1 inhibition | NIH3T3-HGL HSE-luciferase, MG132-induced, luminescence 8 h; hits give low values | activity change, negative = inhibition, % at 7.5 µM (by protocol) | actives 0.77% (n = 300,000);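 active = more than half of replicate wells show activity change below -50%, luminescence cut by over half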;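 note: luciferase reports HSF-1 transcriptional activity via heat shock element; 0% = median of DMSO wells and -100% = zero luminescence signal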
Platelet DG rel: modulates dense granule release in human platelets. human platelet-rich plasma, SFLLRN dense granule ATP release, luminescence. inhibition, %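 (compounds screened at 7.5 µM in platelet-rich plasma)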. actives 0.22% (n = 300,000). AID 1663;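 active = mean replicate score, as percent of positive control, at or above 50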
HDAC3 inh: inhibitors of human histone deacetylase 3; recombinant HDAC3, fluorogenic peptide/trypsin coupled, fluorescence; actives 0.15% (n = 320,000); inhibition, % at 8.3 µM; O15379; in the data active = inhibition above about 26%, passing the limit was not always enough
Target sequence (O15379 whole entry, looked up): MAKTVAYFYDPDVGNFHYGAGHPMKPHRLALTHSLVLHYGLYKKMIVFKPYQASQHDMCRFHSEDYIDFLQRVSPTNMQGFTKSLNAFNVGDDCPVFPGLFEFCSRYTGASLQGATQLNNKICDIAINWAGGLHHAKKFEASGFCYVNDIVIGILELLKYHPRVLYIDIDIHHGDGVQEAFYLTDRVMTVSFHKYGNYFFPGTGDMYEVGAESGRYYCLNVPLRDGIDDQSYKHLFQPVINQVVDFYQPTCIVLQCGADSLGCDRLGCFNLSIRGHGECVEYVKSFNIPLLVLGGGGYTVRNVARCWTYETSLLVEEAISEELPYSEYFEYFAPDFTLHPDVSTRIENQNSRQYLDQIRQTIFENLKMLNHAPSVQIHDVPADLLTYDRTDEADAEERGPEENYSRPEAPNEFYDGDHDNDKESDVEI
HSP90 refold inh: HSP90 refolding inhibition in rabbit reticulocyte lysate; luciferase refolding luminescence, 3 h; inhibition, % at 5.6 µM; actives 0.91% (n = 290,000); AID 1789;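 active = inhibition above the screen-wide mean plus 3 SD, computed separately per campaign, cut at about 16% in these data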;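 note: 0% = DMSO wells and 100% = 60 µM geldanamycin wells; inhibitors lower the luminescence because luciferase stays unfolded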
An asterisk follows results filed as active; . = no result given.

SMILES	aSyn UTR inh	IEC-6 cytotox	HSF-1 act	HIF act	KLF5 inh	AI-2 QS modul	HSF1 inh	Platelet DG rel	HDAC3 inh	HSP90 refold inh
COc1ccc(CCN2C(=O)C3C4CC(C5C(C(=O)N/N=C\c6ccc(Cl)cc6)=NOC45)C3C2=O)cc1OC (centres undefined)	14	-6	9	-0.3	-33	-1	-6	4	9	0
Fc1cccc(F)c1/C=N/N1CCOCC1	1	3	-2	-0.2	3	9	-2	-22	-1	-4
CCC1CCCCN1S(=O)(=O)c1ccc(NC(=O)c2cccnc2)cc1 (centres undefined)	9	2	-9	0.3	5	38	7	-7	6	-2
CN(C(=O)c1ccc(N2CCCCC2)c([N+](=O)[O-])c1)C1(C)CCS(=O)(=O)C1 (centres undefined)	14	-3	2	0.3	-51	24	-1	0	5	2
N#Cc1cn(-c2ccccc2)nc1C(=O)c1ccccc1	-192	1	5	4.4	16	20	-7	3	0	2
Cc1cc(=S)nc(-c2ccccn2)[nH]1	11	2	30	-0.1	15	4	8	8	13	4
COc1ccc(OC)c2[nH]c(=O)c(CCNC(=O)c3ccc(S(=O)(=O)N4CCCC4)cc3)cc12	-7	1	23	-0.5	-5	37	8	-9	1	4
Cc1cc(N2CCN(C(c3ccccc3)c3ccc(Cl)cc3)CC2)n2ncnc2n1 (centres undefined)	-3	-6	-2	0.2	-2	21	2	6	8	6
O=C(NNC1=Nc2ccccc2SC1)c1ccc(F)cc1	43	10	8	-0.1	-1	0	-3	-8	1	2
Cc1cc(SCc2cc(=O)[nH]c3ccccc23)nc2ccccc12	36	9	-17	-0.1	-12	36	-9	0	3	9
O=C(CCCC(=O)OCC(=O)NC1CCCC1)Nc1ccccn1	13	2	-15	-1.3	-6	16	2	0	3	1
O=C(Oc1ccc(/C=N/Nc2nc(N3CCCCC3)nc(N3CCCCC3)n2)cc1)c1ccco1	-1	-2	-7	-2.1	-43	25	-3	-9	-4	1
COc1cc(OC)c(C(=O)/C=C/c2ccccc2)c(O)c1O	-92	.	30	0.3	.	12	48	2	12	.
COc1ccc(S(=O)(=O)N(CC(=O)N/N=C/c2ccc(C(=O)O)cc2)Cc2ccccc2)cc1OC	19	-9	3	0.0	6	11	7	11	8	-4
C/C(CC(=O)Nc1c(Cl)cccc1C(F)(F)F)=N\NC(=O)c1cnccn1	-1	.	26	0.1	.	16	18	6	2	.
CC(=O)N1CCc2c(sc(NC(=O)CN3C(=O)CCC3=O)c2C(N)=O)C1	27	0	-10	0.2	-1	-4	-4	-8	3	0
COc1ccc(/C=C/C(=O)N(C)C2(C)CCS(=O)(=O)C2)cc1 (centres undefined)	12	.	8	-18	.	14	1	1	1	.
Cc1ccc(C(C(=O)NC(C)(C)C)N(CC2CCCO2)C(=O)CCC(=O)Nc2ccccn2)cc1 (centres undefined)	1	2	-2	-0.3	-6	14	1	-20	0	0
CC1CCCN(CCCNS(=O)(=O)c2cc(Br)cc3c2N(C(=O)C2CC2)CC3)C1 (centres undefined)	21	-2	0	0.2	-16	17	3	-1	4	-2
O=C1c2ccccc2C(=O)N1CCCc1nc(-c2ccc(Cl)cc2)no1	4	2	6	0.1	24	32	-2	9	10	1
CNC(=S)NNc1nc(C)cc(C)n1	7	6	0	-0.1	13	10	-1	0	-2	4
COc1ccc(NC(=O)Nc2ccc3c(c2)N(C)C(=O)CS3)cc1OC	1	5	33	.	-20	23	9	-3	3	-5
Cc1ccc(Cl)cc1N1CCN(C(c2cccnc2)c2nnnn2C2CCCCC2)CC1 (centres undefined)	-6	0	-2	0.3	-12	17	0	10	1	-2
Cn1c(C(=O)NC2CCCC2)cc2c(=O)n(C)c3ccccc3c21	4	10	2	0.4	-16	12	3	2	-3	-2
O=C(O)c1cccc(N2C(=O)C3CC=CCC3C2=O)c1 (centres undefined)	7	-2	-20	-0.3	-6	4	-3	4	1	0
CCOc1cc(C(=O)NC(=S)Nn2cnnc2)cc(OCC)c1OCC	0	5	2	-0.1	-24	11	5	11	10	-1
O=C(CSc1ccc(-c2ccccn2)nn1)Nc1ccccc1	-22	11	-2	5.2	-2	-1	13	8	-11	2
CCOC(=O)c1cc(NC(=O)c2ccc(C)cc2)c(=O)oc1-c1ccccc1	12	-5	0	0.2	6	12	-13	0	1	-3
COc1ccc(S(=O)(=O)NCC(=O)N(CC(=O)NCc2ccco2)Cc2ccc(F)cc2)cc1	-4	-8	-7	0.5	-9	10	3	1	4	-1
CSCCC(N=C(NS(=O)(=O)c1ccc(Br)cc1)c1ccccc1)C(=O)O (centres undefined)	10	1	5	-0.1	0	3	0	3	-1	-2
Cc1cccc(C(=O)NCC2CCCO2)c1 (centres undefined)	.	4	.	.	-15	17	.	.	-1	-1
COc1cc(NC(=O)COc2ccc(-n3cnnn3)cc2)c(OC)cc1Cl	17	0	0	0.0	-34	14	-3	-12	4	1
N/C(=N\OC(=O)COc1ccc([N+](=O)[O-])cc1)c1ccncc1	-20	4	7	0.8	11	6	6	1	0	6
O=C(NNC(=O)C1CC1c1ccccc1)c1ccccc1F (centres undefined)	-37	7	5	1.4	-19	-25	16	6	0	1
O=C1[C@@H]2[C@H]3CC[C@H](C3)[C@@H]2C(=O)N1O	-21	1	32	0.0	-15	13	-1	0	-7	-5
CCOC(=O)C1CCCN(S(=O)(=O)c2cc(Br)cc3c2N(C(=O)CC)CC3)C1 (centres undefined)	5	-3	0	-0.2	-40	.	-5	4	-13	4

The last two entries of the part before lead into the next:
SMILES	aSyn UTR inh	IEC-6 cytotox	HSF-1 act	HIF act	KLF5 inh	AI-2 QS modul	HSF1 inh	Platelet DG rel	HDAC3 inh	HSP90 refold inh
O=C1[C@@H]2[C@H]3CC[C@H](C3)[C@@H]2C(=O)N1O	-21	1	32	0.0	-15	13	-1	0	-7	-5
CCOC(=O)C1CCCN(S(=O)(=O)c2cc(Br)cc3c2N(C(=O)CC)CC3)C1 (centres undefined)	5	-3	0	-0.2	-40	.	-5	4	-13	4
O=C(NC1(C(F)(F)F)NC(=O)N(C2CCCCC2)C1=O)C1CC1 (centres undefined)	-14	-5	-3	-0.3	-6	6	-3	4	-14	-1
O=C1c2cccc3cccc(c23)C(=O)N1CC1CCN(CC(O)COCc2ccc3c(c2)OCO3)CC1 (centres undefined)	-32	-4	11	1.3	-23	8	0	5	-11	-1
COc1ccc(CN(C)C(=O)COC(=O)c2c(-c3ccccc3Cl)noc2C)cc1	11	-3	14	0.0	-33	21	2	-1	-4	4
CC(C)CC(=O)Nc1ccc(C(=O)COC(=O)C2CCC2)cc1	-28	1	-7	0.1	-33	6	-12	-10	4	6
CC(=O)N1CC=CC1(CC(C)C)C(=O)NCCc1c[nH]c2ccccc12 (centres undefined)	4	-9	7	-0.9	-9	13	2	-1	3	5
O=C(COC(=O)c1ccc(Cl)nc1)NCCNC(=O)COC(=O)c1ccc(Cl)nc1	-4	.	14	-0.1	.	.	1	-7	-2	.
COc1ccc(/C=N/c2c(-c3ccco3)nc3ccccn23)cc1OC	-64	-15	12	0.4	-33	18	-3	11	1	-2
Cc1c(NC(=O)c2ccc(-c3cccc([N+](=O)[O-])c3)o2)c(=O)n(-c2ccccc2)n1C	1	1	11	-0.4	-31	7	0	2	9	-3
COc1cc(NC(=O)CN(c2ccc(C)cc2)S(=O)(=O)c2c(C)n[nH]c2C)cc(OC)c1	22	-4	14	-0.1	5	-4	2	.	5	0
CC(Cn1cncn1)NC(=O)c1cc(COc2cccc(C(F)(F)F)c2)on1 (centres undefined)	-5	0	9	1.6	-18	-14	2	3	10	1
Cc1n[nH]c(C)c1CCN(C)C(=O)C1CCC(=O)N(CC2CCCCC2)C1 (centres undefined)	-5	-6	-12	0.1	2	24	0	-6	2	1
CN(Cc1ccccc1)C(=O)c1c[nH]c2ccc(S(=O)(=O)N3CCOCC3)cc2c1=O	6	0	-8	0.7	3	16	-4	10	-1	0
Cc1nc(C(=O)NCCC(C)C)sc1C1(C)CC(c2cccc([N+](=O)[O-])c2)=NO1 (centres undefined)	21	.	-10	-0.1	.	22	2	0	.	.
COc1cccc(NC(=O)CSCC(=O)Nc2ccccc2)c1	-12	2	1	0.4	-19	24	4	-7	3	1
CCc1nn(CC(=O)Nc2ccc(Br)c(C)c2)c(=N)s1	-2	4	6	-0.5	-14	-95*	4	-1	6	0
COc1ccc(CNC(=O)COc2ccc(Br)c(C)c2)cc1	-4	-4	-3	0.7	-21	-24	0	-2	-4	-2
COc1ccc(N(C(=O)CCC(=O)Nc2cc(C)on2)C(C(=O)NC2CCCC2)c2ccco2)cc1 (centres undefined)	-4	-2	25	0.2	-14	10	7	-2	-2	-1
COc1cc(C)c(S(=O)(=O)NCc2ccc3c(c2)OCO3)cc1C	7	-2	8	-0.1	-20	-3	-3	17	.	-2
COC(=O)c1ccccc1NC(=O)CN(c1c(C)cccc1C)S(C)(=O)=O	1	-9	1	2.3	-52	16	-4	0	9	0
COc1ccc(/C(N)=N/OC(=O)Cc2ccc(C)cc2)cc1	-39	2	39	0.5	-8	-91*	10	7	3	-7
CCOc1ccc(CCNC(=O)CN(C)S(=O)(=O)c2ccc3c(c2)CCC(=O)N3)cc1OCC	18	-7	-65	-0.3	8	19	-54*	5	-4	-2
O=C(Nc1ccc(-c2nc3ccc(NC(=O)c4cccs4)cc3[nH]2)cc1)c1cccs1	122*	53*	2	.	-82	17	5	-3	-9	3
Cc1c(C)c(C)c(S(=O)(=O)N2CCNCC2)c(C)c1C	1	6	8	-0.5	18	15	-1	1	1	-3
O=C(Nc1ncc(S(=O)(=O)c2ccc([N+](=O)[O-])cc2)s1)c1ccccc1F	-8	-3	9	-0.2	-5	10	3	-16	.	0

Continued, starting with the last two of the part before.
SMILES	aSyn UTR inh	IEC-6 cytotox	HSF-1 act	HIF act	KLF5 inh	AI-2 QS modul	HSF1 inh	Platelet DG rel	HDAC3 inh	HSP90 refold inh
Cc1c(C)c(C)c(S(=O)(=O)N2CCNCC2)c(C)c1C	1	6	8	-0.5	18	15	-1	1	1	-3
O=C(Nc1ncc(S(=O)(=O)c2ccc([N+](=O)[O-])cc2)s1)c1ccccc1F	-8	-3	9	-0.2	-5	10	3	-16	.	0
Cc1ccc(CNC(=O)C2CCCN(Cc3cnn(-c4ccccc4)c3-n3cccc3)C2)cc1 (centres undefined)	7	-3	18	-0.4	-14	18	4	-6	-5	0
Cc1cccc2cc(C#N)c(NCCNC(=O)COc3ccccc3)nc12	10	0	13	-0.1	3	4	6	1	-12	-1
Nn1c(SCC(=O)Nc2ccc3c(c2)OCCO3)nnc1-c1ccccn1	9	5	-3	-0.6	-5	34	-6	6	-6	0
CCOC(=O)c1c(NC(=O)CCN2C(=O)c3cccc([N+](=O)[O-])c3C2=O)sc(C(=O)OC(C)C)c1C	35	-1	4	0.3	-14	10	2	-4	8	2
CC1(C)Cc2c(sc3nc(N/N=C/c4ccccc4)[nH]c(=O)c23)CO1	-78	2	-2	0.1	-2	11	-6	4	8	-1
CCOC(=O)c1sc(=NC(=O)c2ccc(Br)cc2)n(C)c1C	-8	1	19	-0.4	-42	22	2	-7	-3	-5
COC(=O)c1ccc[n+](CC(=O)Nc2ccc(OC(F)F)cc2)c1	-11	-10	-1	0.1	26	-14	-3	19	-8	2
CCOC(=O)/C(=C/c1cn(C)c2ccccc12)NC(=O)c1ccccc1	-9	-8	-3	0.0	-30	6	-6	-6	4	2
